# G9a inh: inhibitors of human histone lysine methyltransferase G9a; Q96KQ7; AID 504332; G9a H3K9 monomethylation, AlphaScreen, 2 h; Potency, µM (titrated, usually from 102 µM), for inactives: top-dose activity, negative = inhibition, hits mostly inhibitors; 350,000 tested, 8.8% active; further: potency means the concentration at half of the fitted maximal effect; on the % scale 0 is the no-effect control and ±100 the full control effect; nearly all actives have a fitted effect of over 75% in size
#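 Step 1: enzyme (final 20 nM) with compound, 15 min RT. Step 2: substrate peptide 500 nM and SAM 20 uM, 2 h RT. Step 3: anti-H3K9me1 antibody and AlphaScreen beads, 10 min, then plate read.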
# GLS inh: blocks human kidney-isoform glutaminase activity | GLS enzymatic activity, qHTS titration | Potency, µM (series often up to 45.5 µM), inactives show at the top dose activity change, negative = inhibition, most hits filed as inhibitors | 410,000 tested, 0.21% active; further: potency means the concentration at half of the fitted maximal effect; on the % scale 0 is the no-effect control and ±100 the full control effect
#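 Read-out is an Amplex red fluorescence increase coupled through glutamate oxidase and HRP, measured before and after 30 min room-temperature incubation. hKGA is in 45 mM KH2PO4 (pH 8.2) with 0.02% Tween-20; glutamine added as 1mM solution.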
# BAZ2B inh: inhibitors of human BAZ2B bromodomain; AlphaScreen BAZ2B-H3K14Ac peptide displacement; 360,000 tested, 4.4% active; Q9UIF8; Potency, µM (titrated, usually from 114 µM), inactives show at the highest dose activity change, negative = inhibition, usual class: inhibitors; further: potency means the concentration at half of the fitted maximal effect; on the % scale 0 is the no-effect control and ±100 the full control effect; nearly all actives have a fitted effect of over 60% in size
#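 AlphaScreen displacement of biotin-H3(5-23)K14Ac peptide (50 nM final) from BAZ2B (50 nM final) in PBS pH 7.4, 0.01% Tween-20; complex preformed 30 min RT, then compounds (top 110 uM) 30 min RT, beads 20 min dark.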
# PI4K2A inh: blocks human PI4K2A kinase activity. Q9BTU6. purified PI4K2A, ADP-Glo luminescence, 1 h; active compounds read low. activity change, negative = inhibition, % at 76.9 µM. 420,000 tested, 0.13% active; in the data active means activity change below about -50%; inconclusive means mostly about -30% to -49%;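 further: -100% = wells without enzyme as full effect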
#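 ADP-Glo luminescence measured ADP generated by PI4K2A enzyme (4 ug/mL before mixing) with 1.2 mM PI substrate (pre-mix) and 300 microM ATP (pre-mix). Tris pH7.5 buffer with MgCl2, Triton X-100; 1 h reaction at ambient temperature.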
# PGK inhibitor: T. brucei PGK inhibition. P07378. PGK/GAPDH coupled, Kinase-Glo luminescence, 60 min. Potency, µM (series often up to 57.5 µM), for inactives: top-dose activity change, negative = inhibition, actives largely listed as inhibitors. 380,000 tested, 0.043% active. AID 602233; further: potency means the concentration at half of the fitted maximal effect; on the % scale 0 is the no-effect control and ±100 the full control effect; nearly all actives have a fitted effect of over 60% in size
# Target sequence (P07378 whole entry, looked up): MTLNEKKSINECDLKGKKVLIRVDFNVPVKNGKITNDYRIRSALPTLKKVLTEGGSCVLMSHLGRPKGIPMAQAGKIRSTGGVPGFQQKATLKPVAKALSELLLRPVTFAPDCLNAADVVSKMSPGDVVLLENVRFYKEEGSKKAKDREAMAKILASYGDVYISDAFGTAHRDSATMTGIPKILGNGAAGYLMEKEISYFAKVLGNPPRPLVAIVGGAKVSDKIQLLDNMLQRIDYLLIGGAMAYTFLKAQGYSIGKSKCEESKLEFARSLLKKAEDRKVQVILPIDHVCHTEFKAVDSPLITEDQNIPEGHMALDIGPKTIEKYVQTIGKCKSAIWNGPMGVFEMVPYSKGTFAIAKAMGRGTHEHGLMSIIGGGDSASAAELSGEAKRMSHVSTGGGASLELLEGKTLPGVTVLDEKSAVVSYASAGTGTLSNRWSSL
#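 Luminescent ATP detection (Kinase-Glo Plus) follows a 60-minute room-temperature incubation, with wells lacking PGK as controls. Buffer: 100 mM TEA (pH 7.6), 5 mM MgCl2, 0.01% Tween-20. Coupling enzyme GAPDH (100 nM final) supplies unstable 1,3-BPG in-well.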
# JMJD2A Tudor inh: blocks the human JMJD2A Tudor domain; AlphaScreen JMJD2A-Tudor / H3K4me3 peptide binding; Potency, µM (titrated, usually from 114 µM), for inactives: at the top dose activity change, negative = inhibition, usual class: inhibitors; 390,000 tested, 4.4% active; AID 504339; further: potency means the concentration at half of the fitted maximal effect; on the % scale 0 is the no-effect control and ±100 the full control effect; nearly all actives have a fitted effect of over 50% in size
# Pol eta inh: blocks human DNA polymerase eta activity; 390,000 tested, 1.2% active; AID 588591; Q9Y253; recombinant Pol eta, fluorescent DNA replication assay; Potency, µM (titrated, usually from 114 µM), for inactives: top-dose activity change, negative = inhibition, hits mostly inhibitors; further: potency means the concentration at half of the fitted maximal effect; on the % scale 0 is the no-effect control and ±100 the full control effect
#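 Pol eta (10 nM) was preincubated with compounds for 15 min at room temperature, after which fluorescent replication substrate (50 nM final) was added to start the reaction. Fluorescence was read kinetically at 0 and 10 min.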
# Pin1 inhibitor: human Pin1 inhibition. Q13526. Pin1 FP peptide displacement, HiFluor488, 10 min. Potency, µM (top dose mostly 115 µM), inactives show at the highest dose activity, negative = inhibition, hits mostly inhibitors. 390,000 tested, 0.009% active; active means well fitted inhibition curve with a large enough effect in the polarisation, with a control signal flat, not every such curve was filed as active; inconclusive means small, poorly fitted or top-dose-only effect, or effect the other way, or a change in a side signal; inactive means no such curve, though single readings can be large or run the other way; the % refers to the polarisation; further: potency means the concentration at half of the fitted maximal effect; on the % scale 0 is the no-effect control and ±100 the full control effect
# Target sequence (Q13526 whole entry, looked up): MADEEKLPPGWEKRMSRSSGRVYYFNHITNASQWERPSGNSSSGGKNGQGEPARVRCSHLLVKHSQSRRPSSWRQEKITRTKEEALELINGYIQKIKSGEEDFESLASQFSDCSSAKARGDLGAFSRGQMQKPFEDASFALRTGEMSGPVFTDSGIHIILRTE
# HP1b chromo inh: inhibitors of HP1-beta chromodomain binding to methylated histone tails | Potency, µM (series often up to 114 µM), for inactives: at the highest dose activity change, negative = inhibition, usual class: inhibitors | 390,000 tested, 0.56% active | AID 540317 | AlphaScreen HP1-beta / biotin-H3K9me3 peptide binding | P83916; further: potency means the concentration at half of the fitted maximal effect; nearly all actives have a fitted effect of over 70% in size; inactives centre near 23
# Target sequence (P83916 whole entry, looked up): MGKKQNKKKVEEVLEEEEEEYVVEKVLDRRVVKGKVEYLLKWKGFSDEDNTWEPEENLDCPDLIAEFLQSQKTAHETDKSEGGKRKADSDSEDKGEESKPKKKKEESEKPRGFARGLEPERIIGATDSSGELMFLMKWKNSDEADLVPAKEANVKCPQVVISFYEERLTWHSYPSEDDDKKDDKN
#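 Compound inhibition of the preformed complex between 50 nM HP1-beta and 50 nM biotinylated H3K9me3 peptide was read by AlphaScreen. Buffer was PBS pH 7.4 with 0.01% Tween-20. Incubations ran 30 min at room temperature, with 10 ug/mL donor/acceptor beads.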
# Active calls of the source: *; i = inactive; ? = inconclusive; · = not tested or not shown; [ ] = another dose, or the depositor's remark. Unless noted, the call rests on the fitted dose curve; in most records, active means well fitted curve in the direction sought with a large enough effect; inconclusive means small, poorly fitted or top-dose-only effect, or another doubt; inactive means no such curve, though single readings can be large; an effect the other way counts as inactive or inconclusive.
SMILES,G9a inh,GLS inh,BAZ2B inh,PI4K2A inh,PGK inhibitor,JMJD2A Tudor inh,Pol eta inh,Pin1 inhibitor,HP1b chromo inh
CCOC(=O)CSc1nc2c(sc3ccccc32)c(=O)n1Cc1ccc(C)cc1,14%[59 µM],1%,1%,-2,-15%,-7%,-11%,2%,45%[activator]
N#Cc1ccc(CSc2nnc(Nc3ccccc3)s2)cc1,11%[59 µM],12%,4%,-4,-10%,-11%,6%,-17%,23%
CCOc1ccccc1CNc1nc2nc3c(c(=O)n2[nH]1)CCC3,-35%[12.7 µM],6%,-4%,2,-3%,-17%,2%,-2%,23%
Cc1cccc(N2CCN(Cc3cc(=O)n4ccsc4n3)CC2)c1C,·,12%,-4%,-4,-1%,1%,-14%,-7%,30%
COc1ccc(NS(=O)(=O)c2ccc3c(c2)NC(=O)CC(=O)N3)cc1OC,20%[59 µM],22%,0%,1,i,-5%,6%,-4%,4%
Cc1ccc(SCC(=O)n2nc(C)cc2C)cc1,-2%[59 µM],-10%,-4%,-2,-3%,-15%,-14%,-13%,20%
CCCCN(C)S(=O)(=O)c1cc(-c2nnc3c4ccccc4c(C)nn23)ccc1C,1%[59 µM],2%,7%,0,-5%,-10%,-7%,30%[activator],1%
CCOc1ccc(Nc2sc(C(=O)c3ccc(F)cc3)c(N)c2S(=O)(=O)c2ccc(C)cc2)cc1,0%[59 µM],-17%,-38%,-6,-2%,?,-3%,2%,6%[57 µM]
COc1ccc(C(=O)Nc2cc(OC)cc3cccnc23)cc1,6%[2.33 µM],-2%,-7%,2,·,5%,-8%,-2%,52%[activator]
COc1cccc2sc(Nc3nc(-c4ccncc4)cs3)nc12,-39%,3%,-1%,-1,-1%,-13%,-12%,8%,23%
CCCC(=O)Nc1ccc(Cl)c(NC(=O)c2ccc([N+](=O)[O-])cc2Cl)c1,16%[59 µM],-2%,-1%,-9,i,-14%,-17%,6%,24%
CC(=O)c1ccc(S(=O)(=O)NC2CC(=O)N(c3cccc(F)c3)C2)cc1 (stereo not drawn),-38%,-5%,4%,0,-2%,7%,-7%,-5%,28%
CCC(C)NC(=O)c1cc(Sc2cccc(Cl)c2)nc2ccccc12 (stereo not drawn),1%[59 µM],5%,37%,-1,-6%,-7%,-27%,4%,83%[activator]
COc1ccc(NC(=S)N(CCN(C)C)Cc2cccs2)cc1,10%[59 µM],0%,-25%,2,1%,-14%,-4%,11%,13%
Cc1cc(=O)[nH]c(SCC(=O)Nc2ccccc2[N+](=O)[O-])n1,5%,-1%,3%,0,-6%,-16%,-14%,-1%,-16%
Cc1sc(NC(=O)c2ccco2)c(C(Nc2ccccn2)c2ccccc2)c1C (stereo not drawn),45µM*,6%,-36%,3,-3%,-42%,-12%,1%,-20%
Cc1ccc(S(=O)(=O)N2CCN(C(=O)N(C)C)CC2)cc1C,-5%[12.7 µM],-2%,-1%,-2,-6%,-12%,-10%,-1%,29%
Cc1ccc(N(CN2CCCC2=O)C(=O)c2ccc(OC(C)C)cc2)cc1,-1%,-2%,12%,3,-2%,1%,-22%,1%,32%
O=C(O)c1ccc2c(c1)C(=O)N(c1ccc(C(=O)OCC(=O)c3ccccc3)cc1)C2=O,·,10%,·,-2,-5%,-16%,-9%,-14%,4%
O=C(O)c1ccc(CNCc2cccc(OCc3ccc(F)cc3)c2)cc1,-18%,5%,2%,0,-3%,-5%,1%,6%,29%
Cc1ccc2nc(NC3=NC4(CCCC4)C4=C(CCCC4=O)N3)oc2c1,·,1%,·,-1,·,-28%,·,3%,·
CC(C)(C)N1C(=O)[C@H]2[C@@H](c3ccc(Br)cc3)N3C(=O)N(c4cccc(Br)c4)C(=O)[C@@]3(Cc3ccccc3)[C@H]2C1=O,12%,2%,-8%,-1,-3%,-24%,-16%,4%,24%
C[C@@H]1CN([C@H](C)CO)C(=O)CCCn2nncc2CO[C@H]1CN(C)C(=O)Nc1ccnc(N2CCOCC2)c1,·,2%,·,-5,-6%,·,1%,·,·
OCCC1CN(Cc2cccc(OC3CCCC3)c2)CCN1Cc1ccsc1 (stereo not drawn),7%[59 µM],-10%,-15%,0,-3%,-14%,-21%,-6%,31%
O=c1cc(NCc2ccccc2)nc2ccccn12,3%,-8%,3%,2,14%,1%,-22%,-1%,26%
Cc1ccc(S(=O)(=O)CC2CSc3nc(N)cc(=O)n32)cc1 (stereo not drawn),19%,0%,-2%,0,-4%,-5%,-8%,1%,19%
Cc1ccc2c(c1)N(C(=O)CCC(=O)NCc1cccnc1)CCO2,-2%,4%,-5%,1,0%,-22%,-4%,2%,15%
CC(C)NC(=O)N(C)C[C@H]1Oc2c(NC(=O)Nc3ccccc3)cccc2C(=O)N([C@H](C)CO)C[C@@H]1C,·,-1%,·,-3,-1%,-1%,-17%,3%,20%
CCC1C/C(=C\c2cccnc2)C(=O)/C(=C/c2cccnc2)C1 (stereo not drawn),14%[59 µM],5%,4%,-14,-3%,-24%,11µM*,-2%,8%
CC(=O)N1c2ccc(S(=O)(=O)N3CCCC(C(=O)Nc4cccc(F)c4)C3)cc2CC1C (stereo not drawn),-8%[12.7 µM],4%,-34%,2,-2%,-19%,-10%,2%,14%
O=C(Nc1ccon1)c1sc2cc(F)ccc2c1Cl,3%[59 µM],2%,-3%,-2,2%,10%,-11%,3%,-3%
CC(=O)c1cnn(-c2c(Cl)cc(Cl)cc2Cl)c1C,18%,-4%,-2%,4,-5%,-13%,-8%,-8%,36%
CC(C)=CCC[C@](C)(O[C@@H]1O[C@H](CO[C@@H]2OC[C@H](O[C@@H]3OC[C@@H](O)[C@H](O)[C@H]3O)[C@H](O)[C@H]2O)[C@@H](O)[C@H](O)[C@H]1O)C1CC[C@]2(C)C1[C@H](O)CC1[C@@]3(C)CC[C@H](O)C(C)(C)C3[C@@H](O)C[C@]12C (stereo partly drawn),·,-4%,·,-1,i,-6%,5%,0%,25%
CN(CC(=O)Nc1ccc(Cl)c(C(F)(F)F)c1)C(=O)Cc1ccsc1,-11%,-9%,-5%,-6,i,-7%,-18%,-2%,42%[activator]
COC(=O)c1sccc1NC(=O)c1c(-c2ccccc2)noc1C,?,0%,-6%,4,-2%,17%,-18%,-18%,54%[activator]
NC(=O)NC(=O)CSc1nc(C2CCCCC2)n(-c2ccccc2)n1,-7%[59 µM],1%,-3%,-2,-1%,-10%,-7%,-6%,1%
CCCCC(=O)Nc1cc(-c2cn3cccnc3n2)ccc1C,5%[59 µM],-8%,2%,-6,-5%,-23%,-1%,-3%,18%[57 µM]
CCOC(=O)CNc1cccc(C(F)(F)F)c1,46%,4%,0%,2,8%,1%,-17%,-3%,48%[activator]
CCN(CC)CCNC(=O)c1ccc(Cl)c(S(=O)(=O)Nc2ccccc2OC)c1,·,21%,-6%,3,i,-13%[57.1 µM],?,2%,2%
CCn1c(CC(=O)Nc2ccc(F)cc2)nnc1SCC(=O)N1CCOCC1,-39%,0%,-12%,5,1%,-20%,1%,?,15%[57 µM]

# Of the compounds above, eight contain fluorine:
SMILES,G9a inh,GLS inh,BAZ2B inh,PI4K2A inh,PGK inhibitor,JMJD2A Tudor inh,Pol eta inh,Pin1 inhibitor,HP1b chromo inh
CCOc1ccc(Nc2sc(C(=O)c3ccc(F)cc3)c(N)c2S(=O)(=O)c2ccc(C)cc2)cc1,0%[59 µM],-17%,-38%,-6,-2%,?,-3%,2%,6%[57 µM]
CC(=O)c1ccc(S(=O)(=O)NC2CC(=O)N(c3cccc(F)c3)C2)cc1 (stereo not drawn),-38%,-5%,4%,0,-2%,7%,-7%,-5%,28%
O=C(O)c1ccc(CNCc2cccc(OCc3ccc(F)cc3)c2)cc1,-18%,5%,2%,0,-3%,-5%,1%,6%,29%
CC(=O)N1c2ccc(S(=O)(=O)N3CCCC(C(=O)Nc4cccc(F)c4)C3)cc2CC1C (stereo not drawn),-8%[12.7 µM],4%,-34%,2,-2%,-19%,-10%,2%,14%
O=C(Nc1ccon1)c1sc2cc(F)ccc2c1Cl,3%[59 µM],2%,-3%,-2,2%,10%,-11%,3%,-3%
CN(CC(=O)Nc1ccc(Cl)c(C(F)(F)F)c1)C(=O)Cc1ccsc1,-11%,-9%,-5%,-6,i,-7%,-18%,-2%,42%[activator]
CCOC(=O)CNc1cccc(C(F)(F)F)c1,46%,4%,0%,2,8%,1%,-17%,-3%,48%[activator]
CCn1c(CC(=O)Nc2ccc(F)cc2)nnc1SCC(=O)N1CCOCC1,-39%,0%,-12%,5,1%,-20%,1%,?,15%[57 µM]

# Bioassay records (PubChem)

# Not all compounds are listed. The share of hits here may be higher or lower than overall.
